Bioassay records from PubChem.
ASM inhibitor: human S-ASM enzyme inhibition | P17405 | placental ASM, HMU-PC fluorogenic substrate, 60 min | Potency, µM (titrated, usually from 57.5 µM), inactives show at the highest dose activity change, negative = inhibition, actives largely listed as inhibitors | 340,000 compounds, 0.006% hits | AID 504937; note: potency is the fitted concentration of half-maximal effect
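Steps: dispense placental human ASM, pin compound, wait 10 min at room temperature, add HMU-PC0 substrate at 9 uM final, incubate 60 min at 37 °C, add stop solution raising pH to 10, read fluorescence.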
MLL CXXC-DNA inh: inhibitors of human MLL CXXC domain-DNA interaction | MLL-CXXC / FITC-HOXA9 DNA fluorescence polarization | Potency, µM (top dose mostly 115 µM), inactives show at the top dose activity change, negative = inhibition, actives largely listed as inhibitors | 290,000 compounds, 0.037% hits; active = well fitted inhibition curve with a large enough effect in the polarisation, with a control signal flat, not every such curve was filed as active; inconclusive = small, poorly fitted or top-dose-only effect, or effect the other way, or a change in a side signal; inactive = no such curve, though single readings can be large or run the other way; the % refers to the polarisation; note: potency is the fitted concentration of half-maximal effect
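Fluorescence polarization: 7 uM MLL-CXXC (stock) preincubated 5 min with compounds, then 50 nM fluorescein-HOX-A9 DNA (stock) added; 30 min ambient. Buffer 50 mM Tris-HCl pH 7.5, 50 mM NaCl, 1 mM DTT, 0.05% BSA.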
a7 integrin act: activators of alpha7 integrin expression for muscular dystrophy; alpha7betagal myoblasts, beta-gal FDG fluorescence, 48 h; Potency, µM (doses to about 38.3 µM), for the others: at the top dose activation, most hits filed as activators; 350,000 compounds, 0.064% hits;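 note: potency is the fitted concentration of half-maximal effect; 100% = response of the positive control SU9516; nearly all actives have a fitted effect of over 60% in size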
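Alpha7betagal+/- myoblasts (passage 13) were plated 16-24 hr, then exposed to compounds (1:260 dilution of DMSO stock) for 48 hours at 37C. After MPER lysis, β-galactosidase reporter activity was read as FDG fluorescence (ex 480/em 540) after 30 minutes.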
AT treatment: potential ataxia-telangiectasia treatments restoring KAP-1 phosphorylation. 320,000 compounds, 0.19% hits. Potency, µM (highest dose often 57.5 µM), inactives show at the highest dose activation, hits mostly activators. […] A-T fibroblasts, KAP-1 phosphorylation AlphaLISA; neocarzinostatin DNA damage 30 min before lysis. AID 485349; note: potency is the fitted concentration of half-maximal effect; % of control where 0% means no effect; nearly all actives have a fitted effect of over 45% in size
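hTERT-immortalized A-T patient fibroblasts ([…]), 500 cells/well in OPTI-MEM, 1% FBS, got compounds for 60 min, then NCS for 30 min at 37C. Lysates were then assayed for phospho-KAP-1 by AlphaLISA (anti-pKAP1 donor, anti-KAP1 acceptor beads), 6 hr at 25C.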
Mito fusion yeast: mitochondrial division inhibition or fusion activation; S. cerevisiae fusion-defective mutant growth rescue, CellTiterGlo 48 h; Potency, µM (top dose mostly 46.1 µM), for inactives: at the highest dose growth rescue (activation), actives largely listed as activators; 320,000 compounds, 0.23% hits; AID 485298;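 note: potency is the fitted concentration of half-maximal effect; % of control where 0% means no effect; nearly all actives have a fitted effect of over 45% in size; temperature-sensitive fusion mutants such as fzo1-1 at 37 °C on non-fermentable ethanol glycerol medium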
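Read-out: ATP-based luminescence (CellTiterGlo, 10 min ambient) reporting growth of fusion-defective ts yeast after 48 hours at 37C on glycerol/ethanol YPEG medium in the presence of compound.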
Menin-MLL TR inh: displaces Texas Red mutant MLL peptide from human menin | O00255 | Menin + Texas Red MLL mutant peptide, fluorescence polarization | Potency, µM (highest dose often 61.6 µM), inactives show at the highest dose FP activity change, negative = inhibition, hits mostly inhibitors | 270,000 compounds, 0.23% hits | AID 1768; active = well fitted inhibition curve with a large enough effect in the polarisation, with a control signal flat, not every such curve was filed as active; inconclusive = small, poorly fitted or top-dose-only effect, or effect the other way, or a change in a side signal; inactive = no such curve, though single readings can be large or run the other way; the % refers to the polarisation; note: potency is the fitted concentration of half-maximal effect; % of control where 0% means no effect; many of its hits are not listed in these tables
TSG101-PTAP inh: blocks PTAP/TSG101 interaction to inhibit HIV-1 budding; Q99816; Fluorescence polarization, FITC-PTAP peptide / Tsg101 binding; Potency, µM (doses to about 115 µM), for the others: top-dose activity change, negative = inhibition, actives largely listed as inhibitors; 340,000 tested, under 10 active; active = well fitted inhibition curve with a large enough effect in the main read-out, with a control signal flat, not every such curve was filed as active; inconclusive = small, poorly fitted or top-dose-only effect, or effect the other way, or a change in a side signal; inactive = no such curve, though single readings can be large or run the other way; note: potency is the fitted concentration of half-maximal effect; % of control where 0% means no effect
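Compounds were pin-transferred onto Tsg101 binding domain (10 uM final) in HEPES pH 7.5 buffer, then FITC-PTAP peptide was added at 50 nM final. After 20 min at RT, polarization reported peptide displacement across a qHTS concentration series.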
TCR activator: activates T cell receptor signaling. primary human leukocytes, anti-CD3, IL-2 HTRF, 48 h. Potency, µM (series often up to 9.22 µM), without a hit: at the top dose activation of IL-2 secretion, most hits filed as activators. 330,000 tested, under 10 active. AID 504894; note: % of control where 0% means no effect
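Primary human leukocytes receive a-CD3 beads and test compound and are incubated 48 hr. Secreted IL-2 is then assayed by HTRF, measuring 665nm acceptor emission after 320nm excitation of the europium donor.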
MBNL1-CUG inh: MBNL1-poly(CUG) RNA binding inhibition; Q9NR56; TR-FRET MBNL1-His/biotin-(CUG)12 binding, 665/545 ratio; Potency, µM (series often up to 57.5 µM), inactives show at the top dose activity change, negative = inhibition, actives largely listed as inhibitors; 280,000 compounds, 0.036% hits; active = well fitted inhibition curve with a large enough effect in the signal ratio, with a control signal flat, not every such curve was filed as active; inconclusive = small, poorly fitted or top-dose-only effect, or effect the other way, or a change in a side signal; inactive = no such curve, though single readings can be large or run the other way; the % refers to the signal ratio; note: potency is the fitted concentration of half-maximal effect; % is set by controls: 0 for no effect and ±100 for the full control effect
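TR-FRET between His-tagged MBNL1 and biotin-(CUG)12 RNA, detected with Tb anti-His antibody (0.055 ng/ul) and streptavidin-XL665 (5 nM), 60 min at room temperature. Compounds titrated 92 nM to 58 uM; 665/545 nm ratio normalized to buffer and complex controls.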
TSHR antag: antagonists of human thyroid stimulating hormone receptor; TSHR-expressing cells, TSH-stimulated cAMP HTRF, 2 h; hits give low values; P16473; 330,000 compounds, 0.2% hits; activity change, negative = inhibition, % at 11.5 µM;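 active = activity change below a set negative limit, meaning inhibition stronger than a set level, cut at about -70% in these data; inconclusive = activity change between two set negative limits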; note: % is set by controls: 0 for no effect and ±100 for the full control effect
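Read-out is FRET at 665 nm (cryptate excitation 337 nm) from a cryptate-tagged anti-cAMP antibody, competed by cell cAMP against cAMP-d2. Compounds are tested on freshly harvested TSHR cells challenged with 4nM TSH (EC80) for 2 hours at 37 deg C.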
The depositor's hits bear a star; ? = inconclusive; . = not tested or not shown; [ ] = remark or other dose. Unless noted, calls come from the whole dose curve; as a rule, active = well fitted curve in the direction sought with a large enough effect; inconclusive = small, poorly fitted or top-dose-only effect, or another doubt; inactive = no such curve, though single readings can be large; an effect the other way counts as inactive or inconclusive.

Each structure is followed by: ASM inhibitor, MLL CXXC-DNA inh, a7 integrin act, AT treatment, Mito fusion yeast, Menin-MLL TR inh, TSG101-PTAP inh, TCR activator, MBNL1-CUG inh, TSHR antag
(1) Cc1cc(C)c(NC(=O)CN(C)C(=O)CCC(=O)c2ccc(C)s2)c(C)c1
 : 2%, ., 20%, 2%, 2%, ., -7%, 1%, ., 25
(2) Cc1ccc(S(=O)(=O)CCC(=O)OCC(=O)c2c[nH]c3ccccc23)cc1
 : 0%, -4%, 8%, -2%, 0%, ?, -4%, 1%[46.1 µM], -8%, 3
(3) c1ccc2c(c1)NCC1CCCN21 (stereo not drawn)
 : 2%, -6%, -8%, 10%, -11%, ., -4%, 5%, 11%, -2
(4) O=C(NCc1ccco1)c1ccc(Cn2c(=S)[nH]c3ccccc3c2=O)cc1
 : -4%, 13%, 0%, -1%, 5%, -16%, 0%, 3%, 3%, -4
(5) O=C(O)C1CC1C(=O)Nc1nc2c(Cl)cccc2s1 (stereo not drawn)
 : 3%, 34%[activator], -6%, 22%, -14%, -18%, -8%, 0%, ?, 27
(6) CCOc1ccccc1CN1CCNC(=O)C1CC(=O)N(C)C1CCOCC1 (stereo not drawn)
 : 7%, 8%, 30%, -10%, -2%, ., -1%, -3%, 6%, -4
(7) CCOC(=O)Cc1c[nH]c2ccccc12
 : 2%, 3%, -12%, -3%, 2%, -10%, 1%, -3%, 1%, 0
(8) Cc1ccc(S(=O)(=O)NCCN2CCOCC2)cc1
 : -1%, 10%, 10%, 5%, -1%, 3%, 0%, -3%, 4%, 0
(9) Cc1nnc(SCC(=O)NC2CCCC2)s1
 : 0%, 2%, -15%, -2%, 4%, 0%, -4%, 0%, -3%, 11
(10) COc1ccc(C(=O)NCC(C)(C)CNC(=O)c2ccc(OC)c(OC)c2)cc1OC
 : 2%, ., -19%, ., ., ., -7%, -7%, ., .
(11) Cc1cc(C(C)(C)C)oc1C(=O)N1CCN(C(=O)c2oc(C(C)(C)C)cc2C)CC1
 : -1%, -8%, -20%, 0%, -1%, 0%, -3%, -4%, 1%, 8
(12) O/N=C/c1cc(Cl)ccc1OCc1ccccc1Cl
 : -8%, 10%, 1%, 10%, 10%, 26%, -4%, 7%, -1%, -7
(13) NS(=O)(=O)c1ccc(NC2(C(=O)O)CCCC2)cc1
 : 5%, -12%, 1%, 5%, 5%, 0%, -9%, -3%, 3%, 10
(14) COc1ccc(/C=N/NC(=S)Nc2cccc(C(=O)O)c2)cc1
 : 0%, 11%, 15%, 5%, -1%, -11%, -1%, 1%, ?, 16
(15) Cc1cc(C)c(N2C(=O)C3C4CC(=O)C(c5ccccc54)C3C2=O)c(C)c1 (stereo not drawn)
 : -3%, -3%, 14%, 3%, 2%, ., -1%, 1%, -7%, 2
(16) O=C(c1ccccc1)N1CC(COc2ccccc2)OC(c2ccco2)O1 (stereo not drawn)
 : -2%, 0%, -11%, -4%, 6%, -22%, -2%, -3%, -6%, 10
(17) COc1ccc(CNC(=S)Nc2ccc3nc(N4CCOCC4)cc(C)c3c2)cc1
 : 104%[activator], 1%, 30%, 0%, 1%, 27%, -1%, -6%, -6%, -5
(18) Cc1ccc2c(c1)/C(=N/OS(=O)(=O)c1ccccc1)CCS2
 : -2%, ., 2%, ., ., ., -4%, -1%, ., .
(19) CN(C(=O)CSc1nc2ccc([N+](=O)[O-])cc2s1)C1CCS(=O)(=O)C1 (stereo not drawn)
 : -8%, -8%, -20%, 6%, -2%, ., -2%, -5%, ?, 8
(20) O=C(Cn1c(NCCO)nc2ccccc21)NCC1CCCO1 (stereo not drawn)
 : -1%, -3%, ?, -1%, 0%, -1%, 0%, -5%, ., -3
(21) Cc1c(C#N)c(=O)c(-[n+]2ccccc2)c([S-])n1-c1ccc(Cl)cc1
 : 2%, -5%, 10%, 27%, -2%, ., 0%, 2%, 10%, 18
(22) Cc1cccn2c(=O)c3cc(C#N)c(=O)n(CCCN4CCOCC4)c3nc12
 : ., 6%, 6%, -3%, 1%, -21%, -4%, 3%, ?, 21
(23) Cc1ccc(S(=O)(=O)N[C@H](C(=O)N2CCC(C(=O)N3CCC[C@H]3C(=O)O)CC2)C(C)C)cc1
 : 2%, -9%, 5%, 0%, -4%, -4%, -5%, -2%, -3%, 6
(24) COc1ccc2c(c1OC)C(=O)OC2CC(=O)c1ccc2c(c1)OCO2 (stereo not drawn)
 : -2%, -1%, -29%, -5%, -5%, -20%, -6%, 4%, ?, 4
(25) Fc1ccc2c(c1)C(c1ccncc1)=NNC(c1ccc(Cl)cc1)=N2
 : -3%, -1%, -3%, -9%, 9%, ., -3%, 0%, 6%, 14
(26) COc1ccc(N2C(=O)CSC2c2ccccc2F)c(OC)c1 (stereo not drawn)
 : 2%, -19%, -9%, -5%, -5%, -5%, 2%, -23%, -5%, 7
(27) Cc1cc(C(=O)OCC(=O)NCCc2ccccc2)c(C)o1
 : 4%, 1%, 43%, 4%, -5%, -2%, -1%, 1%, -1%, -6
(28) COC(=O)c1c(C)[nH]c(C(=O)CN2CCOCC2)c1C
 : 4%, -1%, 0%, -9%, -1%, 6%, 0%, -2%, -6%, 2
(29) COc1ccc(C2/C=C\CN(S(=O)(=O)c3ccc(C)cc3)CC(=O)N2Cc2ccc(F)cc2)cc1 (stereo not drawn)
 : -5%, 9%, -12%, -3%, ?, 9%, -1%, -3%, -3%, -5
(30) Cc1nc(NC(=O)C23CCC(C)(C(=O)O2)C3(C)C)sc1C (stereo not drawn)
 : 0%, -5%, -18%, -1%, 0%, 3%, -2%, -11%, -3%, 6
(31) CCN(CC)S(=O)(=O)c1cccc(-c2nnc(SCC(=O)NC3CCCC3)n2N)c1
 : 1%, 0%, -7%, 0%, 0%, 2%, -5%, 0%, 0%, -2
(32) CC(=O)Nc1nnc(SCc2ccccc2F)s1
 : 4%, 1%, 5%, -5%, 8%, ., -2%, -4%, 2%, -3
(33) O=C(Nc1ccc2c(c1)OCCO2)c1cccc(S(=O)(=O)N2CCOCC2)c1
 : 0%, -2%, -25%, -2%, -1%, 7%, 4%, 2%, 16%, -15
(34) CNC[C@@H]1Oc2c(NS(C)(=O)=O)cccc2C(=O)N([C@@H](C)CO)C[C@H]1C
 : 3%, ., -23%, -3%, ., ., -1%, -9%, ., -6
(35) CCOc1ccc(CCNC(=O)Cn2cccc2C(=O)c2ccccc2C)cc1OCC
 : -4%, 3%, -13%, -1%, 9%, -9%, 1%, -6%, ., 11
(36) COC(=O)c1ccc(C)c(NC(=O)CN2C(=O)c3ccccc3S2(=O)=O)c1
 : -3%, 7%, -12%, 2%, -1%, -24%, 0%, -63%, 3%, -1
(37) COc1ccccc1NC(=O)NNC(=O)c1ccc2ccccc2c1
 : -1%, 2%, -7%, 4%, 0%, 4%, 0%, 0%, -8%, 3
(38) Cc1ccc(C(=O)CC2(O)C(=O)Nc3ccccc32)s1 (stereo not drawn)
 : -1%, 4%, 2%, ., -1%, 0%, -1%, 3%, 9%, 0
(39) COc1ccc(C(=O)Nc2ccc(O)c3ccccc23)cc1OC
 : -2%, ., -34%[inhibitor], ., ., ., -2%, -8%, ., .
(40) O=C(CSc1nc2ccccc2c(=O)n1CC1CCCCC1)N1CCOCC1
 : 1%, 2%, 11%, 5%, 1%, 7%, -7%, 18%, -9%, -6
(41) CCN(C(=O)COC(=O)C1=COCCO1)c1c(N)n(Cc2ccccc2)c(=O)[nH]c1=O
 : 3%, ., 20%, 2%, 3%, ., -1%, -3%, ., 3
(42) C=CCNC(=O)C12CC3(C)CC(C)(CC(C)(C3)C1)C2
 : 1%, -4%, -11%, ., -2%, -15%, 0%, 13%, -1%, -3
(43) Cc1n[nH]c(C)c1S(=O)(=O)N1CCCC(C(=O)NCc2ccccc2Cl)C1 (stereo not drawn)
 : -1%, 0%, -28%, 7%, ., -13%, -1%, 0%[46.1 µM], -1%[11.5 µM], 32
(44) CC1(C)C(=O)Nc2ccccc2N1C(=O)c1ccc([N+](=O)[O-])cc1
 : -2%, 6%, -8%, 20%, 5%, -3%, 1%, 13%, ?, -9
(45) Cc1cccc(OCc2nc(C)cc(=O)[nH]2)c1
 : 3%, 0%, 11%, 4%, -2%, -9%, 2%, 5%, -6%, 3

A portion of the library (hit frequency here may not be typical).
